NFkB transloc inh: blocks IL-1B driven NFkB nuclear translocation in HUVEC cells | HUVEC IL-1B NFkB p65 nuclear translocation imaging | inhibition, % at 2 µM | 94,000 tested, 0.43% active | AID 796;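 active = inhibition above about 30% together with a positive call from visual inspection of the well image, limit read from the data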;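 note: nuclear over cytoplasmic p65 intensity ratio measured by imaging; 0% = IL-1B stimulated DMSO wells and 100% = unstimulated DMSO wells; values of inactives mirror those of a sister screen read the other way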
NFkB transloc pot: enhances IL-1B driven NFkB nuclear translocation. HUVEC IL-1B NFkB p65 nuclear translocation imaging. activation, % at 2 µM. 94,000 tested, 0.3% active. AID 819;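 active = activation above 40%, about the mean plus 3 SD, also judged a hit on visual image review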;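 note: percent activation is computed from the nuclear over cytoplasmic p65 intensity ratio; values of inactives mirror those of a sister screen read the other way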
PLAP inhibitors HTS: inhibition of human placental alkaline phosphatase – biochemical, luminescence, HTS (AID 690). inhibition, % at 20 µM, or IC50 in µM where a hit was titrated. purified PLAP, luminescent substrate; higher % means a stronger effect. 96,000 tested, 0.08% active; in the data active = a potency from the dose series; inactive = the rest, 99 in 100 with inhibition below about 30%; note: strong numbers were not always called active
MRP reversal: compounds reversing MRP-mediated drug resistance. 85,000 tested, 0.04% active. AID 602. differential viability (reversal), % at 10 µM. H69AR cells + 2 uM doxorubicin, CellTiter-Glo, 72 h;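 active = viability drop by adding the cancer drug above about 55%, with treated viability meeting a 40% cutoff, limit read from the data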;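 note: viability without doxorubicin minus viability with 2 µM doxorubicin for each compound; larger differential means the compound sensitizes cells more to doxorubicin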
Bcl-B displacement: displacers of TR3 peptide from Bcl-B, primary screen, selectivity assay for Bfl-1 inhibitor project, biochemical, fluorescence polarization | FP displacement of FITC-TR3 peptide from Bcl-B; higher % means a stronger effect | displacement, % at 20 µM; hits with a dose series show IC50 in µM | 96,000 tested, 0.11% active | AID 748;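 active = displacement above 50% at 20 µM plus a fluorescence interference ratio under 1.5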;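 note: plate controls were wells without compound for no effect and wells lacking Bcl-B protein for full effect; a part of the inactive calls stands beside numbers as strong as those of hits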
MRP reversal cytotoxicity: further read-out of MRP reversal, marked with its call; viability, %; H69AR cells, CellTiter-Glo, 72 h; measured here: cytotoxicity without doxorubicin
MRP reversal with doxorubicin: further read-out of MRP reversal, marked with its call; viability, %; measured here: viability with 2 uM doxorubicin; stronger effect = lower value
NFkB transloc inh cell count 2 µM: second read-out of NFkB transloc inh, no call of its own (marks repeat the call); cell count; measured here: cells passing quality filter;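 raw number of nuclei counted in each imaged well without normalization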
NFkB transloc pot cell count 2 µM: also measured in NFkB transloc pot; calls as there; cell count; measured here: cells passing quality filter
Starred values were filed as active, the others as inactive; x = not tested or not shown. These rows are one share of the data; the hit share may differ from the screen's.

SMILES	NFkB transloc inh	NFkB transloc inh cell count 2 µM	NFkB transloc pot	NFkB transloc pot cell count 2 µM	PLAP inhibitors HTS	MRP reversal	MRP reversal cytotoxicity	MRP reversal with doxorubicin	Bcl-B displacement
CCN(CC)c1ccc(/C=N/Nc2ccccc2)c(O)c1	5	117	-5	117	2%	x	x	x	-15%
COc1cc(CN2CCCC(C)C2)cc([N+](=O)[O-])c1O (stereo not given)	-21	161	21	161	11%	x	x	x	0%
Fc1ccc(CO/N=C/C2=C(Cl)c3ccccc3CC2)cc1	-11	76	11	76	6%	4	97	94	-5%
COc1ccc(N(CC(=O)NC2CCCCC2)S(=O)(=O)c2cccnc2)cc1	-1	77	1	77	-48%	-4	86	90	-8%
CCOc1ccc(N2CC(C(=O)N3CCc4ccccc4C3)CC2=O)cc1 (stereo not given)	x	x	x	x	-20%	-3	83	85	6%
CC(=O)Nc1ccc(N=Cc2nc(-c3ccc(C)cc3)oc2O)cc1	-25	147	25	147	18%	-7	79	86	16%
CCOc1ccc(-c2[nH]ncc2Oc2ccccc2OCC)c(O)c1	-9	99	9	99	-147%	-27	12	39	-5%
COc1cccc(OC)c1C(=O)NC(=S)N1CCN(c2ccc(C(F)(F)F)cc2[N+](=O)[O-])CC1	-11	183	11	183	-22%	x	x	x	-2%
CCNc1nc(NCC)nc(SCCOC(=O)c2ccccc2)n1	-4	143	4	143	x	20	77	56	x
Nc1cc(N)nc(SCc2cccnc2)n1	-14	67	14	67	0%	6	93	87	-1%
COc1ccc(C(=O)N/N=C/c2ccc3cccc(OCc4ccccc4)c3n2)cc1	5	70	-5	70	9%	x	x	x	-36%
CC(=O)Nc1ccc(S(=O)(=O)N(C)S(=O)(=O)c2ccc(F)cc2)cc1	6	207	-6	207	8%	-7	84	90	-14%
COc1cc(C(=O)Nc2cc(C(F)(F)F)ccc2Cl)cc(OC)c1OC	1	109	-1	109	9%	x	x	x	3%
CCOc1ccc(S(=O)(=O)NCCCN2CCOCC2)c2ccccc12	-23	184	23	184	-38%	29	95	66	7%
CCOc1ccc(-n2c3nc4ccccc4nc3c3c(=O)n(Cc4ccco4)cnc32)cc1	-2	142	2	142	x	-3	42	45	x

Grouped by structure, the compounds so far containing a Cl atom (2)
SMILES	NFkB transloc inh	NFkB transloc inh cell count 2 µM	NFkB transloc pot	NFkB transloc pot cell count 2 µM	PLAP inhibitors HTS	MRP reversal	MRP reversal cytotoxicity	MRP reversal with doxorubicin	Bcl-B displacement
Fc1ccc(CO/N=C/C2=C(Cl)c3ccccc3CC2)cc1	-11	76	11	76	6%	4	97	94	-5%
COc1cc(C(=O)Nc2cc(C(F)(F)F)ccc2Cl)cc(OC)c1OC	1	109	-1	109	9%	x	x	x	3%

Going on with the list.
SMILES	NFkB transloc inh	NFkB transloc inh cell count 2 µM	NFkB transloc pot	NFkB transloc pot cell count 2 µM	PLAP inhibitors HTS	MRP reversal	MRP reversal cytotoxicity	MRP reversal with doxorubicin	Bcl-B displacement
Oc1ccc(C(=S)N2CCCCC2)cc1	x	x	x	x	-11%	1	87	86	-13%
COc1ccc(NC(=O)CCNC(=O)Cn2cnc3ccccc3c2=O)c(OC)c1	-13	153	13	153	19%	2	97	95	-8%
CNc1ccc(C(O)(C(F)(F)F)C(F)(F)F)cc1C(O)(C(F)(F)F)C(F)(F)F	-8	96	8	96	2%	-24	56	80	-16%
NC(=O)CSc1nnc(-c2cc3ccccc3o2)n1Cc1ccccc1	-4	150	4	150	23%	-11	92	103	-8%
CCC(CC)C(=O)NCc1ccccc1Cl	x	x	x	x	-7%	-10	100	110	-2%
CCOC(=O)N1CCC(c2cc(=O)n3[nH]ccc3n2)CC1	-23	172	23	172	-33%	-5	92	97	14%
O=C(NCCCC(=O)N1CCOCC1)c1cccnc1	11	94	-11	94	-22%	3	93	90	1%
COc1ccc(N2CCN(c3nc(NCCc4ccc(OC)c(OC)c4)nc(OC)n3)CC2)cc1	-4	103	4	103	9%	-20	72	91	-7%
O=C(Nc1ccccc1)C(Cc1cccs1)c1nn[nH]n1 (stereo not given)	0	59	0	59	8%	13	108	94	3%
COc1ccc(C(NC(=O)c2ccc(-c3ccccc3)cc2)c2ccccc2)cc1 (stereo not given)	-6	185	6	185	-16%	x	x	x	6%
C=CCn1c(SCc2ccccc2C#N)nnc1-c1ccccc1O	-29	130	29	130	-6%	7	83	76	-5%
COc1ccc(S(=O)(=O)NCCC(=O)NCc2cccs2)cc1	2	123	-2	123	0%	-4	86	89	11%
COc1ccc2c(c1OC)C(C1c3c(cc4c(c3OC)OCO4)CCN1C)OC2=O (stereo not given)	2	142	-2	142	x	-26	58	84	x
Cn1ccnc1SCc1ccc([N+](=O)[O-])cc1	3	124	-3	124	-19%	x	x	x	-8%
CCOC(=O)C1CCN(C(=O)c2cnn3c(C)cc(C)nc23)CC1	-12	171	12	171	-8%	2	90	87	-10%
CCNc1nc2nonc2nc1NCC	-19	103	19	103	5%	5	88	82	2%
COc1ccc(/C(C)=N/NC(=O)c2nc(C)cc(C)n2)cc1	-21	157	21	157	-102%	7	95	88	2%
COc1ccc(N=C2S/C(=C\c3ccc(N4CCOCC4)o3)C(=O)N2CCc2c[nH]c3ccccc23)cc1	48*	107*	-48	107	-16%	x	x	x	-61%
Cc1ccc(C23CC4CC(CC(NC(=O)NCCN(C)C)(C4)C2)C3)cc1	-8	162	8	162	-60%	x	x	x	0%
O=C(COc1ccc2c(c1)OCO2)Nc1ccc2c(c1)oc1ccccc12	-8	90	8	90	-16%	-9	82	91	0%
Cc1ccccc1-c1noc(C2CCCCC2)n1	15	139	-15	139	2%	12	104	92	-9%
COC(=O)c1c(NC(=O)CSc2nncs2)sc2c1CCCCC2	-144	169	144*	169*	-52%	-17	51	68	-26%
C/C(=C\c1ccco1)C1C(C#N)=C(N)Oc2n[nH]c(-c3ccccc3)c21 (stereo not given)	13	117	-13	117	-12%	x	x	x	-7%
CCCCCN(C(=O)NC(=O)NCCCC)S(C)(=O)=O	11	197	-11	197	6%	18	105	88	-1%
NC(=O)C(c1ccc(Cl)cc1Cl)c1ncc(C(F)(F)F)cc1Cl (stereo not given)	-2	119	2	119	27%	x	x	x	4%
Cc1ccc(C(=O)c2c[nH]c(C(=O)NCCCN3CCOCC3)c2)cc1	8	172	-8	172	1%	x	x	x	0%
O=C(CSc1ccc2nnc(-c3ccccn3)n2n1)NCC1CCCO1 (stereo not given)	9	54	-9	54	14%	23	107	84	13%
CCOC(=O)c1sc(NC(=O)CSc2nc(C)cc(C)n2)c(C#N)c1C	9	165	-9	165	-19%	16	94	78	-18%
CN(C)CCNC(=O)NC1CCCCC1	-5	110	5	110	8%	-3	102	105	16%
COc1ccccc1C(=O)Oc1ccc(N2C(=O)CCC2=O)cc1	-9	156	9	156	0%	0	103	103	-3%
CCOC(=O)N1CCC(NC(=O)c2cc3cc4cc(OC)ccc4nc3o2)CC1	0	97	0	97	2%	-15	38	52	-5%
S=c1oc(-c2ccncc2)nn1CCc1ccncc1	-23	180	23	180	-3%	4	97	93	2%
O=C(NN1C(=O)/C(=C/c2cccnc2)SC1=S)C(c1ccccc1)c1ccccc1	0	146	0	146	-50%	x	x	x	-3%
CCNC(=O)NC(C(=O)OC)C12CC3CC(CC(C3)C1)C2 (stereo not given)	9	133	-9	133	0%	8	101	93	-4%
Oc1ccc(CN2CCCCC2)c2cccnc12	-35	110	35	110	x	-4	1	4	x
C/C(Cl)=C\CNC(C)c1ccccc1 (stereo not given)	-8	116	8	116	7%	4	95	91	3%
O=C(CSc1nnnn1-c1ccccc1)N1CCN(C(=O)c2ccco2)CC1	8	157	-8	157	-2%	4	86	82	-8%
COc1cccc(NC(=O)NCCCN2CCN(c3ccc(F)cc3)CC2)c1	6	80	-6	80	-13%	4	79	74	-10%
c1ccc(N(c2ccccc2)c2nc(N3CCCC3)nc(-n3ccnc3)n2)cc1	8	79	-8	79	3%	13	20	7	9%
CC(=O)Oc1ccccc1N1C(=O)c2ccc(C(=O)O)cc2C1=O	10	130	-10	130	0%	6	99	93	-12%
Cc1ccccc1CN1C(=O)C(O)(CC(=O)c2ccncc2)c2ccccc21 (stereo not given)	-10	103	10	103	9%	-13	19	32	5%
COc1ccc(C(=O)Nc2ccc(OCC(F)(F)C(F)F)c(C(F)(F)F)c2)cc1OC	-8	104	8	104	-4%	x	x	x	7%
O=c1cc(O)c2c(=O)[nH]c(=O)n(-c3ccccc3)c2[nH]1	-24	134	24	134	-2%	-5	99	104	-3%
O=C(COC(=O)c1ccccn1)Nc1nccs1	-6	120	6	120	-10%	6	105	99	14%
Cc1cc(Cl)ccc1NC(=O)CSc1nnc(-c2ccncc2)n1Cc1ccco1	0	119	0	119	-80%	-7	101	108	-1%

In the list so far, these contain a nitro group on carbon.
SMILES	NFkB transloc inh	NFkB transloc inh cell count 2 µM	NFkB transloc pot	NFkB transloc pot cell count 2 µM	PLAP inhibitors HTS	MRP reversal	MRP reversal cytotoxicity	MRP reversal with doxorubicin	Bcl-B displacement
COc1cc(CN2CCCC(C)C2)cc([N+](=O)[O-])c1O (stereo not given)	-21	161	21	161	11%	x	x	x	0%
COc1cccc(OC)c1C(=O)NC(=S)N1CCN(c2ccc(C(F)(F)F)cc2[N+](=O)[O-])CC1	-11	183	11	183	-22%	x	x	x	-2%
Cn1ccnc1SCc1ccc([N+](=O)[O-])cc1	3	124	-3	124	-19%	x	x	x	-8%

Continued.
SMILES	NFkB transloc inh	NFkB transloc inh cell count 2 µM	NFkB transloc pot	NFkB transloc pot cell count 2 µM	PLAP inhibitors HTS	MRP reversal	MRP reversal cytotoxicity	MRP reversal with doxorubicin	Bcl-B displacement
CCCCCC(=O)Nc1nc(C)c(-c2csc(Nc3ccccc3OCC)n2)s1	-17	157	17	157	15%	x	x	x	-34%
O=C(CN(Cc1ccco1)C(=O)CCC(=O)Nc1nccs1)NCc1ccccc1	-6	162	6	162	x	5	83	78	x
O=C1CC(=O)N(CCc2ccc(F)cc2)C(=O)N1	14	71	-13	71	-15%	-27	84	112	-2%
Cc1c(C(=O)NC(C)C)oc2c1-c1[nH]ncc1CC2	0	82	-1	82	-3%	10	94	84	-2%
CCCCOc1ccc(-c2nc(-c3cccnc3)no2)cc1	x	x	x	x	-31%	6	99	93	14%
CC(C)C(=O)Nc1nnc(CCN2CCCCC2)s1	5	147	-5	147	-9%	-3	104	108	-14%
CCCC1(c2ccccc2)NC(=O)N(CC(=O)c2[nH]c(C)c(C(=O)OCC)c2C)C1=O (stereo not given)	-2	130	2	130	-56%	x	x	x	-33%
O=C(O)c1c[nH]c2ccc(S(=O)(=O)N3CCN(c4ccc(F)cc4)CC3)cc2c1=O	x	x	x	x	-45%	12	94	82	-2%
O=c1[nH]c2ccc(Br)cc2c(-c2ccccc2)c1N1CCOCC1	6	52	-6	52	0%	39	68	29	-2%
c1cncc(-c2nnc(SCc3nc4ccccc4[nH]3)o2)c1	-1	168	1	168	-78%	-3	78	81	-2%
Cc1c(Cl)c(C(F)(F)F)nn1CC(=O)NCc1ccccc1	-8	132	8	132	x	1	91	90	x
Cc1ccc(S(=O)(=O)NC(=O)NCc2ccccn2)cc1	0	137	0	137	4%	6	99	94	4%
Cc1cc(=O)[nH]c(SCC(=O)Nc2cccc(C(F)(F)F)c2)n1	-5	100	5	100	-18%	1	90	88	-7%
Cc1ccc(S(=O)(=O)N2CCN(Cc3nc4sc(C)c(C)c4c(=O)[nH]3)CC2)cc1	0	175	0	175	10%	18	63	46	-2%
CCOc1cc2c(cc1C(C)(C)C)NC(=O)CS2	-7	146	7	146	0%	-24	37	61	-7%
Cc1ccc(C)c(NC(=S)NC2CC3CCCC(C2)N3CC(C)C)c1 (stereo not given)	3	174	-3	174	x	13	100	86	x
CC(C)CCNC(=O)CCCn1c(=O)[nH]c2ccc(Br)cc2c1=O	-12	102	12	102	-19%	-6	75	80	2%
CCCNC(=O)NS(=O)(=O)c1cnccc1Sc1ccc(Cl)cc1	-5	156	5	156	-25%	x	x	x	3%
Fc1ccc(-c2cnc(-c3cccs3)o2)cc1	2	159	-2	159	-15%	3	96	93	5%
CCOC(=O)c1ccccc1NC(=O)C1COc2ccccc2O1 (stereo not given)	-2	203	2	203	-12%	15	107	92	-4%
